PLC-beta3 inh: inhibitors of human phospholipase C beta3; Q01970; Purified PLC-beta3, fluorogenic substrate, fluorescence; inhibition, % at 12.2 µM; 0.18% of 370,000 active; AID 720704; in the data active = inhibition above about 11%;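 note: 0% = median of compound wells on plate and 100% = full blocker control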
ADAM10 inh: ADAM10 inhibition, QFRET primary screen; 0.62% of 370,000 active; inhibition, % at 7 µM; recombinant ADAM10, EDANS/DABCYL FRET peptide cleavage, 3 h; O14672;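 active = inhibition above a per-campaign cutoff equal to the mean of compounds falling between control-based bounds plus 3 SD, cut at about 20% in these data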;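 note: 0% = DMSO wells while the 100% control is not disclosed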
ARFGAP1 inh: inhibitors of rat ARFGAP1; Q62848; Arfgap1-stimulated ARF1 GTP hydrolysis, GDP FP detection; inhibition, % at 16.5 µM; 0.26% of 360,000 active;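 active = inhibition above a per-plate limit, mean inhibition of low control wells plus 3 SD, cut at about 25% in these data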;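 note: 0% = DMSO wells with enzyme and 100% = wells lacking Arfgap1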
Target sequence (Q62848 1-136 limits assumed): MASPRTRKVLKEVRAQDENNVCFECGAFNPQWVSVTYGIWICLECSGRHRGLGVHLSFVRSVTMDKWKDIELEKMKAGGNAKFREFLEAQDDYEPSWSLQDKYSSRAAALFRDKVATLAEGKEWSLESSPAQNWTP
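Material – truncated rat Arfgap1 GAP domain · Buffer or medium – HEPES-based buffer, pH 7.5 · Reagent – human ARF1(Δ1-17)-GTP substrate · Dosing – 16.5 µM single point, 1.26% DMSO · Schedule – GTP hydrolysis reaction 2 h at 25 °C · Technique – GDP detection by fluorescence polarization · Benchmarks – No-Arfgap1 wells (100%) versus DMSO full-reaction wells (0%) · Repeats – single replicate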
ADAM17 inh: ADAM17 inhibition, QFRET primary screen; 0.83% of 370,000 active; recombinant ADAM17, EDANS/DABCYL FRET peptide cleavage; P78536; inhibition, % at 6.95 µM;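 active = inhibition above the mean of compounds lying between control limits plus 3 SD, set per campaign, cut at about 8.5% in these data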;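 note: 0% = DMSO-only wells as the low control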
SIAE primary: inhibitors of human sialic acid acetylesterase SIAE. inhibition, % at 9.66 µM. AID 1053197. SIAE FP-Rh probe binding, fluorescence polarization. 0.69% of 370,000 active. Q9HAT2;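 active = inhibition above a cutoff: mean of compounds within the control limits plus 3 SD of those, cut at about 17% in these data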;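 note: 0% = plate median of compound wells and 100% = probe without SIAE protein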
Tn6 DDE FP: DD(E)-Tn6 binding inhibition, primary FP screen; P02675; inhibition, % at 8.3 µM; 0.21% of 370,000 active; Fibrin DD(E) TRITC-Tn6 fluorescence polarization displacement;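 active = inhibition above a per-campaign cutoff: mean of compounds within control limits plus 3 SD, cut at about 15% in these data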;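 note: 0% = median of all compound wells on the plate and 100% = blocking peptide control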
Target sequence (P02675 whole entry, looked up): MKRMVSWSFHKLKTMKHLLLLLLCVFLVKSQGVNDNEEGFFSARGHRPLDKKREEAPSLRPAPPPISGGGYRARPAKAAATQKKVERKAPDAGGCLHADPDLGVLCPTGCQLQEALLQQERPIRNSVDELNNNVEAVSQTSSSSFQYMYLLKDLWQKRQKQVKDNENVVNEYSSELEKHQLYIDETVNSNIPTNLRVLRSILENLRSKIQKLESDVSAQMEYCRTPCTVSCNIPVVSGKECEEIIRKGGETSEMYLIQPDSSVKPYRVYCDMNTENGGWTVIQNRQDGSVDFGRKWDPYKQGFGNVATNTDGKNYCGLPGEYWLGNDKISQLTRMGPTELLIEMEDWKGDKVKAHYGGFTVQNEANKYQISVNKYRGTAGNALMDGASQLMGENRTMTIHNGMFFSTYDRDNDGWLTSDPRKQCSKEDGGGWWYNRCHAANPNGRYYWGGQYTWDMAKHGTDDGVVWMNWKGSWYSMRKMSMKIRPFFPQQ
PLC-gamma1 inh: blocks human PLC-gamma1 enzyme activity; purified PLC-gamma1, fluorogenic substrate, fluorescence; 0.84% of 370,000 active; inhibition, % at 12.2 µM; in the data active = inhibition above about 9.5%
Tn7 DDE FP: disrupts Tn7 cyclic peptide binding to fibrin D-Dimer-E complex. P02675. FP displacement of FITC-Tn7 peptide from fibrin DD(E); 0% = median of compound wells per plate. inhibition, % at 8.3 µM. 0.13% of 370,000 active;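 active = inhibition above the mean of compounds falling within the control limits plus 3 SD of them, cut at about 14% in these data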;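 note: 0% = plate median of compound wells and 100% = 10 µM Aha-Tn7 peptide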
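Assay system: Human fibrin DD(E) protein | Medium: Tris buffer with calcium and detergent, pH 7.8 | Reagent: 0.1 µM fluorescent Tn7 | Compound dosing: Single point at 8.3 µM | Times: 10 min preincubation, 3 h with tracer, room temperature | Detection: Fluorescence polarization of the labelled Tn7 tracer | Controls: Aha-Tn7 high control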
ASAP1 inh: inhibitors of human ASAP1 ArfGAP activity; Q9ULH1; AID 624377; ASAP1-stimulated ARF1 GTP hydrolysis, GDP FP detection; inhibition, % at 16.5 µM; 0.19% of 360,000 active; in the data active = inhibition above about 25%;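 note: 0% = vehicle with enzyme and substrate and 100% = no enzyme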
Target sequence (Q9ULH1 325-724 limits assumed): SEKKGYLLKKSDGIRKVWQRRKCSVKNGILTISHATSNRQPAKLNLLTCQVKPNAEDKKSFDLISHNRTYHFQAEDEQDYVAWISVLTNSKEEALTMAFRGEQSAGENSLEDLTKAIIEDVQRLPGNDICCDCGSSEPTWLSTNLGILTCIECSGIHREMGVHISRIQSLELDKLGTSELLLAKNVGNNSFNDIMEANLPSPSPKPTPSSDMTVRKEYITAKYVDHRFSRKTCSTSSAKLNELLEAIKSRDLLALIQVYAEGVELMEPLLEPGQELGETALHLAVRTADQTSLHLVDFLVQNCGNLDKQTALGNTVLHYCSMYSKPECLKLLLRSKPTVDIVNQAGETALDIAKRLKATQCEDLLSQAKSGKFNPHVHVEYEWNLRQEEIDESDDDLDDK
TDP2 absorb: blocks human TDP2 phosphodiesterase activity; O95551; inhibition, % at 12.8 µM; AID 720702; 0.34% of 370,000 active; recombinant TDP2, T5PNP hydrolysis, p-nitrophenol absorbance 415 nm;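 active = inhibition above the mean of all tested compounds plus 3 SD, set per campaign, cut at about 25% in these data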;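 note: 0% = DMSO with enzyme and 100% = buffer with substrate but no TDP2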
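System – recombinant human TDP2 · Amount – 120 nM TDP2 per well · Buffer or medium – Mg2+-containing Tris-HCl buffer, pH 7.5 · Reagent – T5PNP substrate, 5 mM · Dosing – 12.8 µM single point, 1% DMSO · Incubation – 2 h at 37 °C · Measured by – epi absorbance · Read-out basis – percent inhibition · Benchmarks – high control without enzyme, low control DMSO plus TDP2 · Repeats – singlicate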
Active calls of the source: *; i = inactive; . = not tested or not shown.

Structure	PLC-beta3 inh	ADAM10 inh	ARFGAP1 inh	ADAM17 inh	SIAE primary	Tn6 DDE FP	PLC-gamma1 inh	Tn7 DDE FP	ASAP1 inh	TDP2 absorb
COc1ccc(NC(=O)CN(C)S(=O)(=O)c2cnc[nH]2)cc1	-2	-3	4	-1	-3	1	-2	3	-7	-16
Cc1ccccc1-n1ncc(C(C)NS(=O)(=O)c2sccc2C)c1C (configuration not stated)	-3	-2	2	2	3	-5	6	-1	-9	3
CCc1c(C)c(C#N)c2nc3ccccc3n2c1NCC1CCCO1 (configuration not stated)	-177	-67	-3	-21	4	-4	-144	0	10	-5
CC(C(=O)N1CCc2ccccc2C1)N(c1ccccc1)S(C)(=O)=O (configuration not stated)	-8	3	-5	-4	-4	-4	-1	6	0	-4
Cn1nc(C(=O)Nc2nc(-c3ccccn3)cs2)c2ccccc2c1=O	-25	-12	-5	-10	-4	2	-23	6	-8	-5
O=C(NCCc1ccccc1)c1ccc(S(=O)(=O)N2CCCC2)cc1	-3	-9	6	-5	4	-7	2	4	13	15
Cc1[nH]n(-c2ccccc2)c(=O)c1C(C[N+](=O)[O-])c1ccc(Cl)cc1 (configuration not stated)	2	1	14	2	9	-6	2	-6	-11	27*
N/C(=N\OC(=O)c1cccnc1)c1ccc(Cl)cc1Cl	1	4	3	-1	4	-8	-2	-4	2	6
CC(=O)c1sc2nsc(SCCN3CCOCC3)c2c1N	-28	-1	8	0	-2	-3	-13	6	23	0
Cc1ccc(NC(=O)COc2ccc(/C(N)=N/O)cc2)cc1C	-3	0	4	1	3	-1	-2	4	-6	6
CCOC(=O)c1ccccc1NC(=O)C1CCCO1 (configuration not stated)	-2	-1	7	-3	8	-4	2	6	7	4
Cc1ccc(Nc2n[nH]c(=S)s2)cc1	0	-14	7	-1	1	6	4	2	2	-3
O=C(NCCS(=O)(=O)c1ccc(Br)cc1)c1ccc(Cl)cc1	-8	-3	2	-1	-4	1	1	6	3	8
Cc1ccc(C2(C)CC(C)(C)N(C(=O)CSc3nnc(C)s3)c3ccccc32)cc1 (configuration not stated)	0	10	7	6	10	-10	5	-7	2	-12
CC(=O)N(C)c1ccc(OCC(O)COc2ccc(N(C)C(C)=O)cc2)cc1	-1	-5	7	-1	-1	-2	3	-1	-2	-2
CC(C)(C)N1CC23CCC(C[C@@H]2C1=O)O3 (some centres not stated)	1	2	4	0	-2	-10	1	-2	10	-1
COc1ccc(C(C)(NC(C)=O)c2nc(-c3cccc(NC(C)=O)c3)cs2)cc1 (configuration not stated)	0	5	3	-2	-6	1	-1	-6	13	-1
COc1ccc(C2CC(c3cccs3)Nc3nnnn32)cc1 (configuration not stated)	-5	-239	9	-7	-7	-10	-4	5	-1	7
CCC(CC)NC(=O)Cc1ccccc1[N+](=O)[O-]	2	6	12	1	1	4	3	-4	4	8
CCN(CC(=O)Nc1cc(Cl)ccc1C)C(=O)CCOc1ccc(C)cc1	1	2	0	-1	6	3	-1	-3	-6	0
Cc1onc(-c2c(Cl)cccc2Cl)c1NC(=O)N(C)N	-3	2	0	-4	6	-4	-2	4	-3	12
O=C(c1ccc(Cl)cc1)C1CCN(c2ncnc3sccc23)CC1	0	-1	.	0	-3	-3	3	-4	.	1
Cc1cc(=O)[nH]c(=O)n1Cc1ccccc1	-1	7	2	-3	6	7	0	0	-1	3
CCC(c1nc2ccccc2[nH]1)N(CCCn1ccnc1)C(=O)c1ccc(C(F)(F)F)cc1 (configuration not stated)	-4	-12	1	-5	0	1	-3	-2	-17	4
COc1ccccc1N(C)S(=O)(=O)c1ccc(C(=O)OCC(=O)Nc2ccc(C(N)=O)cc2)cc1	-4	-10	0	4	-13	0	2	-9	1	-8
CCCCC1CC(C)(C(=O)CSc2nc3ccccc3s2)OC1=O (configuration not stated)	-2	0	8	0	-8	-1	0	-4	3	-8
CCC(=O)Nc1ccc(S(=O)(=O)Nc2c(NC)c3ccccc3oc2=O)cc1	-8	0	2	-3	7	2	-1	-4	-5	4
COC(=O)c1ccccc1NC(=O)c1ccccc1OC	1	6	0	5	-4	-7	3	3	1	15
O=C(COC(=O)/C=C/c1cccs1)Nc1ccc(Cl)cc1F	-12	-9	-3	-2	-4	6	-6	-3	1	0
C=CCc1c(OC)ccc2c1c(S(=O)(=O)c1ccc(C)cc1)cn2COC	-7	10	-6	3	0	-7	-2	-1	-11	-6

Next part; it opens with the three that closed the last part.
Structure	PLC-beta3 inh	ADAM10 inh	ARFGAP1 inh	ADAM17 inh	SIAE primary	Tn6 DDE FP	PLC-gamma1 inh	Tn7 DDE FP	ASAP1 inh	TDP2 absorb
COC(=O)c1ccccc1NC(=O)c1ccccc1OC	1	6	0	5	-4	-7	3	3	1	15
O=C(COC(=O)/C=C/c1cccs1)Nc1ccc(Cl)cc1F	-12	-9	-3	-2	-4	6	-6	-3	1	0
C=CCc1c(OC)ccc2c1c(S(=O)(=O)c1ccc(C)cc1)cn2COC	-7	10	-6	3	0	-7	-2	-1	-11	-6
O=C(NCCc1c[nH]c2ccc(Cl)cc12)c1ccc([N+](=O)[O-])cc1	-4	-2	1	-1	4	-2	5	-8	-12	-7
CCn1c(SCC(=O)NC2CCCC2)nnc1-c1ccoc1C	-8	0	4	-1	1	0	-1	2	-10	-7
CC(C)(C)OC(=O)N1CCCC(C(=O)Nc2ccc(C(=O)N3CCCCC3)cc2)C1 (configuration not stated)	1	-6	-6	0	4	-5	-2	5	-5	7
O=C(CCCN1C(=O)/C(=C\c2ccccc2)SC1=S)N1CCOCC1	2	2	-5	0	1	10	3	5	0	-9
CCOc1ccc(CCNC(=O)CN2C(=O)CCSc3ccccc32)cc1	-4	1	1	-4	1	2	1	-10	-12	-3
O=C(Nc1ccc(CN2CCS(=O)(=O)CC2)cc1)c1ccc(C(F)(F)F)cc1	-10	7	0	-3	-4	-7	-2	5	2	-6
Cc1c(Br)c([N+](=O)[O-])nn1CCCC(=O)Nc1sc2c(c1C(N)=O)CCC(C)C2 (configuration not stated)	-97	-23	17	-7	-1	4	-94	-6	6	-4
Cn1c(=N)c(S(=O)(=O)c2ccccc2)cc2c(=O)n3ccccc3nc21	-81	-299	-5	-107	-8	-3	-69	10	-10	5
CCNC(=O)N1CCN(S(=O)(=O)c2ccc3c(c2)OCCCO3)CC1	-1	-9	-4	2	-5	3	-1	-5	-1	-13
CCCc1cc(=O)oc2cc(C)cc(OCC(=O)O)c12	-481	i	-8	-186	-4	1	-412	-2	-2	-7
O=S(=O)(NCCSc1ccc(Cl)cc1)c1ccc(F)cc1	-2	12	16	7	-6	-8	4	-5	2	-4
Cc1ccc(OCc2cc(C(=O)N(C)Cc3cnn(C)c3)no2)cc1C	-2	-2	4	-1	5	3	-2	-6	3	1
Cn1c(CN2CCOCC2)nc2cc(NC(=O)c3ccc(F)cc3)ccc21	-8	-3	-10	-4	5	0	-9	9	-5	0
CCS(=O)(=O)c1ccc2oc(SCC(=O)NC3CCCC(C)C3C)nc2c1 (configuration not stated)	1	-4	-5	-13	7	-2	0	-5	-3	0
CC(C)NC(=O)c1ccc(COc2ccc(C(C)(C)C)cc2)o1	-5	12	-15	-2	1	2	3	4	-9	-5
COc1ccc(CNc2cccnc2)c(OC)c1OC	-3	1	-2	-2	4	8	1	4	-8	1
Cc1ccccc1NC(=S)NCc1ccc2c(c1)OCO2	-1	3	-1	-2	2	4	2	-2	10	6
CC(=O)c1ccc(S(=O)(=O)Nc2ccc(-c3ccc4nnc(C)n4n3)cc2)cc1	-11	3	-8	-3	6	-2	-8	0	1	11
Cc1c(C)n(CCc2c[nH]c3ccccc23)ccc1=O	5	7	2	2	12	4	4	-5	9	-6
CCCc1[nH]nc2c1C(c1cc(OC)ccc1F)C(C#N)=C(N)O2 (configuration not stated)	4	1	6	0	0	7	3	0	9	7
O=C(CNS(=O)(=O)c1ccccc1)N1CCc2ccccc2C1	-6	5	5	6	4	-4	6	-12	2	8
COc1ccc2c(c1)[nH]c1c(N3CCSCC3)ncnc12	-51	-28	-9	-15	0	-3	-29	8	-8	-7
COc1cc(C)ccc1S(=O)(=O)NC(=O)C1(C)CCN1C(=O)Cc1ccccc1Cl (configuration not stated)	2	-4	5	-3	0	-5	-2	2	15	-2

Given field by field: 2 of the compounds above
SMILES: CCC(=O)Nc1ccc(S(=O)(=O)Nc2c(NC)c3ccccc3oc2=O)cc1
  PLC-beta3 inh: -8 | ADAM10 inh: 0 | ARFGAP1 inh: 2 | ADAM17 inh: -3 | SIAE primary: 7 | Tn6 DDE FP: 2 | PLC-gamma1 inh: -1 | Tn7 DDE FP: -4 | ASAP1 inh: -5 | TDP2 absorb: 4
SMILES: O=C(NCCS(=O)(=O)c1ccc(Br)cc1)c1ccc(Cl)cc1
  PLC-beta3 inh: -8 | ADAM10 inh: -3 | ARFGAP1 inh: 2 | ADAM17 inh: -1 | SIAE primary: -4 | Tn6 DDE FP: 1 | PLC-gamma1 inh: 1 | Tn7 DDE FP: 6 | ASAP1 inh: 3 | TDP2 absorb: 8

Compound profiles, as listed above.
Entry for CC(=O)c1sc2nsc(SCCN3CCOCC3)c2c1N = PLC-beta3 inh: -28; ADAM10 inh: -1; ARFGAP1 inh: 8; ADAM17 inh: 0; SIAE primary: -2; Tn6 DDE FP: -3; PLC-gamma1 inh: -13; Tn7 DDE FP: 6; ASAP1 inh: 23; TDP2 absorb: 0
Entry for COc1ccc(NC(=O)CN(C)S(=O)(=O)c2cnc[nH]2)cc1 = PLC-beta3 inh: -2; ADAM10 inh: -3; ARFGAP1 inh: 4; ADAM17 inh: -1; SIAE primary: -3; Tn6 DDE FP: 1; PLC-gamma1 inh: -2; Tn7 DDE FP: 3; ASAP1 inh: -7; TDP2 absorb: -16

Sorted by SMILES length (lowest first): some entries from above.
Structure	PLC-beta3 inh	ADAM10 inh	ARFGAP1 inh	ADAM17 inh	SIAE primary	Tn6 DDE FP	PLC-gamma1 inh	Tn7 DDE FP	ASAP1 inh	TDP2 absorb
COc1ccc2c(c1)[nH]c1c(N3CCSCC3)ncnc12	-51	-28	-9	-15	0	-3	-29	8	-8	-7
CC(C)NC(=O)c1ccc(COc2ccc(C(C)(C)C)cc2)o1	-5	12	-15	-2	1	2	3	4	-9	-5
O=C(NCCc1c[nH]c2ccc(Cl)cc12)c1ccc([N+](=O)[O-])cc1	-4	-2	1	-1	4	-2	5	-8	-12	-7

Screens: PubChem BioAssay, The Scripps Research Institute Molecular Screening Center
